p47phox inh: p47phox/p22phox peptide binding inhibitors, primary screen, biochemical, uHTS, NADPH oxidase regulatory subunit. Neutrophil cytosol factor 1 (Homo sapiens), P14598. fluorescence polarization, 2 h. inhibition, % at 24.7 µM. hit rate 0.53% among 220,000;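 active means inhibition above about 30%, limit read from the data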;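 further: 0% = p47phox with labelled peptide and 100% = labelled peptide alone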
Target sequence (P14598 whole entry, looked up): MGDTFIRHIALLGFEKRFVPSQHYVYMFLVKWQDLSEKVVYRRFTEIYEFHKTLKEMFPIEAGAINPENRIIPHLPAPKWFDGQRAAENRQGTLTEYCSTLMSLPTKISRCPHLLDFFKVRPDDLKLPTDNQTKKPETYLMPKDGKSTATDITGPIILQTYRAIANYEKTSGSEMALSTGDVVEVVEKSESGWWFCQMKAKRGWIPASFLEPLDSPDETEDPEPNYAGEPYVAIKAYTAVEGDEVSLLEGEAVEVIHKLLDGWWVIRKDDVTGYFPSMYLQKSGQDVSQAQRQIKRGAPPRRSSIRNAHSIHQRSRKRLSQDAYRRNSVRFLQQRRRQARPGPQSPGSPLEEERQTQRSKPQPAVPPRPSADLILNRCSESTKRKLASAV
Runt-SMMHC FRET: inhibitors of RUNX1 Runt–CBFb-SMMHC binding, primary screen, biochemical, FRET, Cerulean-Runt, Venus-CBFb-SMMHC, uHTS; inhibition, % at 20 µM; hit rate 0.74% among 220,000; Runt-related transcription factor 1 (Homo sapiens) + Core-binding factor subunit beta …; Cerulean-Runt/Venus-CBFb-SMMHC FRET ratio 530/480, 1 h; AID 1434, 2008;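 active means mean inhibition across duplicate retests at 20 µM reaching about 50%, limit read from the data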;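 further: 0% = DMSO wells and 100% = wells with excess untagged CBFb-SMMHC; inhibitors lower the FRET ratio by blocking Runt binding to CBFb-SMMHC; some results filed as inactive read as strong as hits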
L929 necroptosis: inhibitors of zVAD-triggered necroptosis, primary screen, L929 cells; viability rescue, % at 10 µM; hit rate 0.38% among 220,000; L929 zVAD necroptosis rescue, ATP luminescence, 24 h; with zVAD 60 µM;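 active means activation, scaled between plate controls, above about 75%, limit read from the data; inactive means activation under that limit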;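 further: 0% = zVAD with DMSO and 100% = DMSO alone without zVAD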
Runt-CBFb FRET: inhibitors of RUNX1 Runt–CBFb binding, primary screen, biochemical, FRET, Cerulean-Runt, Venus-CBFb, uHTS | Cerulean-Runt/Venus-CBFb FRET ratio 530/480, 1 h | inhibition, % at 20 µM | hit rate 0.46% among 220,000 | AID 1496, 2009;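 active means inhibition over about 50% at 20 µM in the single-dose screen, limit read from the data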;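 further: 0% = DMSO wells and 100% = excess unlabeled CBFb competitor control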
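Reagent – Venus-CBFb binding partner, 100 nM · Assay system – Cerulean-tagged RUNX1 Runt domain (FRET donor) fusion protein · Input – 100 nM per protein · Incubation – two 1 h room-temperature incubations shielded from light · Measured by – FRET fluorescence · Medium – Tris buffer pH 7.5 with salts and BSA · Benchmarks – unlabeled CBFb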
14-3-3 Bad PPI: inhibitors of 14-3-3 zeta/Bad binding, primary screen, biochemical, TR-FRET, bovine 14-3-3 zeta. 14-3-3 protein zeta/delta (Bos taurus), P63103. TR-FRET 14-3-3zeta/Dy647-pBad peptide displacement, 1 h. inhibition, % at 21.7 µM. hit rate 0.71% among 220,000;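 active means inhibition above about 70%, limit read from the data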;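 further: 0% = full 14-3-3 plus peptide FRET controls and 100% = background without 14-3-3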
Target sequence (P63103 whole entry, looked up): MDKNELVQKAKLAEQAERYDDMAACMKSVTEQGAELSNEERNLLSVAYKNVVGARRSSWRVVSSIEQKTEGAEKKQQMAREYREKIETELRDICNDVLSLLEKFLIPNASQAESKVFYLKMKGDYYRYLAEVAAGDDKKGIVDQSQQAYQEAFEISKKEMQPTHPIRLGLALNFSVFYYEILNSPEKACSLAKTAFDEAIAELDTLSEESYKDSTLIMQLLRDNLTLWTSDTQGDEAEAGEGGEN
Hck Nef HTS: inhibitors of Nef-activated human Hck kinase, primary screen, biochemical, Z-Lyte FRET, 384-well, Hck-YEEI | Tyrosine-protein kinase HCK (Homo sapiens), P08631 | Recombinant Hck-YEEI plus Nef, Z-Lyte FRET kinase assay | inhibition, % at 20 µM | hit rate 0.68% among 220,000 | AID 463187, 2010;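 active means Hck-Nef kinase inhibition above about 50%, limit read from the data; inactive means inhibition below that limit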;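 further: 0% = DMSO with Hck plus Nef and 100% = Hck alone without Nef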
MDM2 E3 inh: MDM2-luciferase reporter signal enhancers, primary screen, MDM2 E3 ligase inhibitor project, cell-based, luminescence, 1536-well | E3 ubiquitin-protein ligase Mdm2 (Homo sapiens), Q00987 | cell-based MDM2 ubiquitination luciferase reporter, 2 h; 0 = plate control, 100 = twice control, blank-subtracted | signal enhancement, % at 5 µM | hit rate 0.11% among 210,000 | AID 1230, 2008;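 active means signal enhancement of 30% or more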;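 further: luminescence tracks abundance of the self-degrading MDM2-luciferase fusion protein; higher signal means inhibition of MDM2 E3 ligase activity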
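Assay system: stable mammalian line carrying autodegrading MDM2–luciferase fusion reporter; Input: 2000 cells in each well; Compound dosing: single-point 5 µM; Schedule: 2 h compound exposure at 37 °C; Signal: SteadyLite luciferase luminescence after 15 min room-temperature reagent incubation; Evaluation: % luminescence enhancement versus blank-corrected plate control mean; Benchmarks: plate controls and plate blanks.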
Tb hexokinase: Trypanosoma brucei hexokinase 1 inhibitors, primary screen, biochemical, G6PDH-coupled NADH absorbance, MLSCN library | inhibition, % at 10 µM | recombinant TbHK1, G6PDH-coupled NADH A340 | hexokinase 1 [Trypanosoma brucei] | hit rate 0.11% among 220,000;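 active means inhibition of 50% or more in the single-dose primary screen; inactive means inhibition below 50%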
EBV gp42 block: Epstein-Barr virus gp42 inhibitors, primary screen, biochemical, uHTS, fluorescence polarization. Fluorescence polarization binding assay, mP read-out. inhibition, % (tested at 21.74 µM). hit rate 0.42% among 220,000; in the data active means inhibition above about 50%
Target sequence (Q1HVG2 whole entry, looked up): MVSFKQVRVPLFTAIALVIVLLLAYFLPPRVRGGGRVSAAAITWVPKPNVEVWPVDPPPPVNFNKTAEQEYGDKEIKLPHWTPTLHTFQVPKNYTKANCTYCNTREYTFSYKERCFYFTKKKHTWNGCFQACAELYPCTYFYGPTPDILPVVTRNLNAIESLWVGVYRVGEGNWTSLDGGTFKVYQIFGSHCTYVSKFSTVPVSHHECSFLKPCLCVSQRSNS
The depositor's hits bear a star; [ ] = another dose, or the depositor's remark.

Cc1ccc(-c2nc3ccccc3[nH]2)cc1NC(=S)NC(=O)c1ccccc1Br was read as p47phox inh -27, Runt-SMMHC FRET -5, L929 necroptosis 1.2, Runt-CBFb FRET 2, 14-3-3 Bad PPI -2, Hck Nef HTS 0, MDM2 E3 inh -10, Tb hexokinase 8 and EBV gp42 block 6.
COc1cc(C2C(C(=O)Nc3ccccc3OC)=C(C)Nc3ncnn32)ccc1O (stereo not given) was read as p47phox inh 0, Runt-SMMHC FRET -1, L929 necroptosis 0.6, Runt-CBFb FRET 1, 14-3-3 Bad PPI -13, Hck Nef HTS 7, MDM2 E3 inh -13, Tb hexokinase 0 and EBV gp42 block -5.
Screening CCN(CC)C(=O)CSc1nc(O)c(Cc2ccccc2)c(=O)n1-c1ccc(C)cc1 returned p47phox inh -14, Runt-SMMHC FRET 4, L929 necroptosis -0.6, Runt-CBFb FRET -2, 14-3-3 Bad PPI -26, Hck Nef HTS 9, MDM2 E3 inh -13, Tb hexokinase -11 and EBV gp42 block 4.
O=C(CN1C2CCC1CC(NC(=O)C1CC1)C2)NCc1ccccc1 (stereo not given) was read as p47phox inh -9, Runt-SMMHC FRET 4, L929 necroptosis -1.1, Runt-CBFb FRET 0, 14-3-3 Bad PPI -6[fluorescence artefact?], Hck Nef HTS -4, MDM2 E3 inh -2, Tb hexokinase 0 and EBV gp42 block -19.
Screening Cc1cc(C)n2cc(CSCC(=O)O)nc2n1 returned p47phox inh -28, Runt-SMMHC FRET -3, L929 necroptosis 0.9, Runt-CBFb FRET 1, 14-3-3 Bad PPI -5, Hck Nef HTS 4, MDM2 E3 inh -10, Tb hexokinase -23 and EBV gp42 block -9.
For CCSc1nc2nn(-c3ccccc3)c(=O)c-2c2n1CCCCC2 the results were p47phox inh -16, Runt-SMMHC FRET 4, L929 necroptosis -0.6, Runt-CBFb FRET 2, 14-3-3 Bad PPI 4, Hck Nef HTS 0, MDM2 E3 inh -22, Tb hexokinase -3 and EBV gp42 block -15.
For CCc1ccccc1NC(=O)Cc1ccc(-n2cccc2)cc1 the results were p47phox inh -15, Runt-SMMHC FRET -6, L929 necroptosis 1.2, Runt-CBFb FRET 18, 14-3-3 Bad PPI -20, Hck Nef HTS 2, MDM2 E3 inh -4, Tb hexokinase 2 and EBV gp42 block -18.
Screening COc1ccc(/C=C(\C#N)C(=O)NCCc2ccccc2)cc1OCc1ccccc1 returned p47phox inh 2, Runt-SMMHC FRET -2, L929 necroptosis 0.3, Runt-CBFb FRET -5, 14-3-3 Bad PPI 13, Hck Nef HTS 1, MDM2 E3 inh 23, Tb hexokinase 30 and EBV gp42 block -8.
Cn1nc(C(=O)Nc2nnc(C3CC3)s2)c2ccccc2c1=O was read as p47phox inh -7, Runt-SMMHC FRET -1, L929 necroptosis 5.0, Runt-CBFb FRET 0, 14-3-3 Bad PPI -2, Hck Nef HTS 21, MDM2 E3 inh -14, Tb hexokinase -4 and EBV gp42 block -25.
`Cc1cc(C)c(NS(=O)(=O)c2ccc(NC(=O)c3cccs3)cc2)c(C)c1` gave p47phox inh -17, Runt-SMMHC FRET -1, L929 necroptosis 0.1, Runt-CBFb FRET 6, 14-3-3 Bad PPI 5, Hck Nef HTS 6, MDM2 E3 inh 6, Tb hexokinase 1 and EBV gp42 block 2.
For O=C1C(Cl)=C(NCC2CCCO2)C(=O)N1c1cccc(Cl)c1Cl (stereo not given) the results were p47phox inh -1, Runt-SMMHC FRET -18, L929 necroptosis -0.3, Runt-CBFb FRET -4, 14-3-3 Bad PPI 2, Hck Nef HTS 0, MDM2 E3 inh -2, Tb hexokinase -4 and EBV gp42 block -15.
`CC1(c2ccccc2)CC(c2ccccc2)=Nc2nonc2N1` (stereo not given) gave p47phox inh -8, Runt-SMMHC FRET 0, L929 necroptosis -0.2, Runt-CBFb FRET -2, 14-3-3 Bad PPI -2, Hck Nef HTS 2, MDM2 E3 inh -1, Tb hexokinase 38 and EBV gp42 block -13.
`C[N+](C)(CC#N)C/C=C\c1ccccc1` gave p47phox inh 2, Runt-SMMHC FRET -2, L929 necroptosis 0.1, Runt-CBFb FRET 2, 14-3-3 Bad PPI 3, Hck Nef HTS 10, MDM2 E3 inh -16, Tb hexokinase 5 and EBV gp42 block -11.
For Cc1ccc(NC(=O)c2ccc(CSc3nccc(C)n3)cc2)cc1 the results were p47phox inh 0, Runt-SMMHC FRET -4, L929 necroptosis 1.1, Runt-CBFb FRET -2, 14-3-3 Bad PPI 8, Hck Nef HTS 1, MDM2 E3 inh -15, Tb hexokinase -3 and EBV gp42 block -13.
Cc1ccc(NC(=S)Nc2ccc(OC(F)F)c(Cl)c2)cc1Cl was read as p47phox inh -37, Runt-SMMHC FRET -2, L929 necroptosis 0.7, Runt-CBFb FRET 0, 14-3-3 Bad PPI -10[fluorescence artefact?], Hck Nef HTS -1, MDM2 E3 inh 4, Tb hexokinase -2 and EBV gp42 block -20.
For O=C(Nc1ccc(S(=O)(=O)Nc2ncccn2)cc1)c1ccco1 the results were p47phox inh -10, Runt-SMMHC FRET -9, L929 necroptosis -0.5, Runt-CBFb FRET -1, 14-3-3 Bad PPI 1[fluorescence artefact?], Hck Nef HTS 10, MDM2 E3 inh -23, Tb hexokinase -9 and EBV gp42 block -15.
Screening CCOC(=O)Cn1c(=N)n(CCOc2ccc(OC)cc2)c2ccccc21 returned p47phox inh -10, Runt-SMMHC FRET -1, L929 necroptosis 0.5, Runt-CBFb FRET 2, 14-3-3 Bad PPI 6[fluorescence artefact?], Hck Nef HTS 1, MDM2 E3 inh -14, Tb hexokinase 2 and EBV gp42 block 4.
`COc1ccc(-c2nnn(CC(=O)N(C3CCCCC3)C(C)C(=O)NC3CCCC3)n2)cc1OC` (stereo not given) gave p47phox inh -9, Runt-SMMHC FRET 5, L929 necroptosis 0.1, Runt-CBFb FRET -4, 14-3-3 Bad PPI -8[fluorescence artefact?], Hck Nef HTS 1, MDM2 E3 inh -14, Tb hexokinase -1 and EBV gp42 block -13.
Screening O=C1c2cccc(OCC(=O)N3N=C(c4cccs4)CC3c3ccc(F)cc3)c2CCN1Cc1ccccc1 (stereo not given) returned p47phox inh -22, Runt-SMMHC FRET -65, L929 necroptosis 0.1, Runt-CBFb FRET -34, 14-3-3 Bad PPI -13[fluorescence artefact?], Hck Nef HTS -1, MDM2 E3 inh -4, Tb hexokinase -7 and EBV gp42 block -23.
Screening CCOC(=O)C(NC(=O)N1CCCCC1)(c1ccccc1)C(F)(F)F (stereo not given) returned p47phox inh -6, Runt-SMMHC FRET 2, L929 necroptosis 1.2, Runt-CBFb FRET -2, 14-3-3 Bad PPI 12, Hck Nef HTS 1, MDM2 E3 inh -13, Tb hexokinase 8 and EBV gp42 block 6.
For Cc1cc(C)nc(-n2nc(C)c3c(=O)[nH]c(C(F)(F)F)nc32)n1 the results were p47phox inh -8, Runt-SMMHC FRET -3, L929 necroptosis -0.4, Runt-CBFb FRET -3, 14-3-3 Bad PPI 3, Hck Nef HTS -1, MDM2 E3 inh -21, Tb hexokinase 0 and EBV gp42 block -15.
Screening CCn1c(CSc2nc3ccccc3n2C)nc2ccccc21 returned p47phox inh -10, Runt-SMMHC FRET 4, L929 necroptosis -0.1, Runt-CBFb FRET -1, 14-3-3 Bad PPI 1[fluorescence artefact?], Hck Nef HTS -4, MDM2 E3 inh -4, Tb hexokinase -9 and EBV gp42 block -15.
For Cc1ccc(S(=O)(=O)Nc2nc3n(n2)C(c2ccc(Cl)cc2)CC(=O)N3)cc1 (stereo not given) the results were p47phox inh -5, Runt-SMMHC FRET -2, L929 necroptosis 0.1, Runt-CBFb FRET -2, 14-3-3 Bad PPI 8, Hck Nef HTS 0, MDM2 E3 inh -18, Tb hexokinase 5 and EBV gp42 block -6.
Screening CC(C)(C)c1ccc(C(=O)NCC(=O)OCC(=O)Nc2nc(-c3ccc(F)cc3)cs2)cc1 returned p47phox inh -3, Runt-SMMHC FRET -15, L929 necroptosis 3.4, Runt-CBFb FRET -3, 14-3-3 Bad PPI -5, Hck Nef HTS 23, MDM2 E3 inh 7, Tb hexokinase 0 and EBV gp42 block -21.
`CC(=O)c1c(C)[nH]c(C(=O)OCCOc2ccccc2)c1C` gave p47phox inh -2, Runt-SMMHC FRET -51, L929 necroptosis 1.9, Runt-CBFb FRET -2, 14-3-3 Bad PPI -4, Hck Nef HTS 29, MDM2 E3 inh -72, Tb hexokinase -5 and EBV gp42 block -13.
Screening Cc1ccc2nc(NC(=O)c3ccc4c(c3)OCO4)sc2c1 returned p47phox inh -17, Runt-SMMHC FRET -2, L929 necroptosis -0.3, Runt-CBFb FRET 2, 14-3-3 Bad PPI 10, Hck Nef HTS 2, MDM2 E3 inh -19, Tb hexokinase -23 and EBV gp42 block -3.

4 neighbouring records already listed, quoted:
For Cc1ccc(S(=O)(=O)Nc2nc3n(n2)C(c2ccc(Cl)cc2)CC(=O)N3)cc1 (stereo not given) the results were p47phox inh -5, Runt-SMMHC FRET -2, L929 necroptosis 0.1, Runt-CBFb FRET -2, 14-3-3 Bad PPI 8, Hck Nef HTS 0, MDM2 E3 inh -18, Tb hexokinase 5 and EBV gp42 block -6.
Screening CC(C)(C)c1ccc(C(=O)NCC(=O)OCC(=O)Nc2nc(-c3ccc(F)cc3)cs2)cc1 returned p47phox inh -3, Runt-SMMHC FRET -15, L929 necroptosis 3.4, Runt-CBFb FRET -3, 14-3-3 Bad PPI -5, Hck Nef HTS 23, MDM2 E3 inh 7, Tb hexokinase 0 and EBV gp42 block -21.
`CC(=O)c1c(C)[nH]c(C(=O)OCCOc2ccccc2)c1C` gave p47phox inh -2, Runt-SMMHC FRET -51, L929 necroptosis 1.9, Runt-CBFb FRET -2, 14-3-3 Bad PPI -4, Hck Nef HTS 29, MDM2 E3 inh -72, Tb hexokinase -5 and EBV gp42 block -13.
Screening Cc1ccc2nc(NC(=O)c3ccc4c(c3)OCO4)sc2c1 returned p47phox inh -17, Runt-SMMHC FRET -2, L929 necroptosis -0.3, Runt-CBFb FRET 2, 14-3-3 Bad PPI 10, Hck Nef HTS 2, MDM2 E3 inh -19, Tb hexokinase -23 and EBV gp42 block -3.

Screens from PubChem.

Rows are unselected, and some 3.2% of all compounds hit somewhere here.
